Bioassay records deposited in PubChem by several laboratories.
eLon inh: inhibitors of E. coli Lon protease | purified E. coli Lon protease, fluorescence polarization | inhibition, % at 7.94 µM | 360,000 compounds, 0.42% hits | AID 602123; in the data active = inhibition above about 13%, passing the limit was not always enough;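 also: 0% = enzyme with probe and DMSO and 100% = no enzyme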
PABP1 MLLE inh: blocks PAM2 peptide binding to the PABP1 MLLE domain. P11940. GST-MLLE / FITC-PAM2 fluorescence polarization. inhibition, % at 20 µM. 360,000 compounds, 0.36% hits. AID 588489; in the data active = inhibition above about 35%, passing the limit was not always enough;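 also: plate controls were DMSO wells with GST-MLLE for no effect and wells lacking GST-MLLE protein for full effect; some results filed as inactive read as strong as hits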
Target sequence (P11940 whole entry, looked up, the tested form may be a part): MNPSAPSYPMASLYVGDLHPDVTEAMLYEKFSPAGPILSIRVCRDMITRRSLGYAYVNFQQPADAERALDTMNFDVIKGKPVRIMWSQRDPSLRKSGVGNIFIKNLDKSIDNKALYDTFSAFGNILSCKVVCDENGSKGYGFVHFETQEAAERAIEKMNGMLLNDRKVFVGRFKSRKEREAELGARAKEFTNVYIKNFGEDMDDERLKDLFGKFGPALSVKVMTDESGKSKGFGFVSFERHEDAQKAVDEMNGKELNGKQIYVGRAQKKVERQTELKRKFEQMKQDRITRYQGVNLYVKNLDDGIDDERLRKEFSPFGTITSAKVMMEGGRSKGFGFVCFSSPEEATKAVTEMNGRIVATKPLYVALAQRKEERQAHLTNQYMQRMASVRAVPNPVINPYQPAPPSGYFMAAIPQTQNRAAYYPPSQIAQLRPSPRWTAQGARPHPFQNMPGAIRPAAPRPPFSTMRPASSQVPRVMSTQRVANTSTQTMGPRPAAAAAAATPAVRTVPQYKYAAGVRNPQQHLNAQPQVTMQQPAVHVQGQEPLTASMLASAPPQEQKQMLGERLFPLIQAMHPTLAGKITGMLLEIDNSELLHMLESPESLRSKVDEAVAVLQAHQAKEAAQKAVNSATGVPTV
MsrA act: activates bovine MsrA enzyme. 360,000 compounds, 0.3% hits. AID 602163. purified bovine MsrA, absorbance read-out. activation, % at 10.6 µM; in the data active = activation above about 7.5%;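 also: 0% = vehicle and 100% = reference activator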
CSN deneddyl inh: CSN deneddylation inhibition; Q92905; AID 651999; Purified CSN, SCF-Nedd8-OG deneddylation, fluorescence polarization; 360,000 compounds, 0.38% hits; inhibition, % at 12.5 µM;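 active = pattern-corrected inhibition above about 35%, with an unprinted fluorescence ratio check between 0.5 and 1.5, limit read from the data, passing the limit was not always enough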;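 also: 0% = enzyme with substrate and 100% = substrate without enzyme; some results filed as inactive read as strong as hits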
Target sequence (Q92905 whole entry, looked up, one chain of several): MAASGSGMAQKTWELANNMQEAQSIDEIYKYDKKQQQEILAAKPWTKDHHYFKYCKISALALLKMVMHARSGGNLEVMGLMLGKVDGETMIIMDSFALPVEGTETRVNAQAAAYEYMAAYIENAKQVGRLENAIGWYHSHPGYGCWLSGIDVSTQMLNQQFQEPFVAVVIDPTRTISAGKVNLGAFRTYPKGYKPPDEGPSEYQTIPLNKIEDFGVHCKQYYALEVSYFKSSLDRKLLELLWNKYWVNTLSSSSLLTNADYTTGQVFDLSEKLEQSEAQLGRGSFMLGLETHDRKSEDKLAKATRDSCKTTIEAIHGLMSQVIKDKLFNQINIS
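Assay system: HEK293T-derived human Csn5 enzyme; quantity: 0.24 nM enzyme; medium: Tris/NaCl/DTT buffer, pH 7.5; also added: substrate SCFSkp2-Nedd8OG, 10 nM; doses: 12.5 µM compound; schedule: 90 min reaction at room temperature; signal: FP; read-out: % inhibition of substrate cleavage by Csn5; benchmarks: substrate-only high control, full reaction low control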
TbMetRS inhib: blocks T. brucei methionyl-tRNA synthetase activity. purified T. brucei MetRS, ATP depletion, Kinase-Glo luminescence. inhibition, % at 11.9 µM. 360,000 compounds, 0.4% hits;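 active = inhibition above a per-plate cutoff of the control wells' mean inhibition plus 3 SD, cut at about 5.5% in these data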;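 also: 0% = DMSO wells median and 100% = median of wells with control inhibitor compound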
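Test system – parasite MetRS enzyme · Reagent – substrates ATP, L-methionine and bulk Escherichia coli tRNA · Doses – 11.9 µM compound single dose, 0.9% DMSO · Times – 15 min enzyme-compound preincubation, 2 h reaction, 10 min detection, 25 °C · Signal – Kinase-Glo luminescence, ATP depletion format · Controls – DMSO-only wells as low control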
Rin1-Abl PPI inh: blocks binding of human Rin1 to Abl; P00519+Q13671; TR-FRET Rin1/Abl binding, biochemical; inhibition, % at 7.35 µM; 360,000 compounds, 0.4% hits; AID 588664; in the data active = inhibition above about 5%, passing the limit was not always enough
Neddylation inh: inhibitors of human cullin neddylation | calls only at 25 µM | 360,000 compounds, 0.58% hits | P61081+Q13564 | TR-FRET cullin neddylation, biochemical; in the data active = inhibition above about 36%
MsrA inh: inhibitors of bovine MsrA. purified bovine MsrA, absorbance read-out. inhibition, % at 15.5 µM. 360,000 compounds, 0.75% hits; in the data active = inhibition above about 4.5%;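 also: 0% = vehicle wells with enzyme and 100% = reference inhibitor wells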
FAS-TE inh: inhibitors of human fatty acid synthase thioesterase domain. recombinant FAS-TE, OMFH fluorogenic substrate, fluorescence endpoint. inhibition, % at 15 µM. 360,000 compounds, 0.67% hits. AID 602261;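 active = compounds whose normalised, plate-corrected inhibition of enzyme fluorescence in the single-dose primary screen is 50% or more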;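 also: 0% = DMSO with enzyme and 100% = substrate without enzyme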
Starred values were filed as active, the others as inactive; i = inactive; . = no result given.

SMILES,Rin1-Abl PPI inh,MsrA inh,PABP1 MLLE inh,TbMetRS inhib,FAS-TE inh,Neddylation inh,MsrA act,CSN deneddyl inh,eLon inh
Cc1c(NS(=O)(=O)c2ccccc2)ccc([N+](=O)[O-])c1Cl,-1.0,2.0,-6.5,0.4,10.7,i,-3.4,-0.9,-1.7
COP(=O)(OC)C(NC(=O)/C=C/c1ccccc1)C(Cl)(Cl)Cl (configuration not stated),-0.2,1.2,11.3,-0.7,-7.5,i,-6.2,0.1,-5.9
C#CCN1CCN(c2cccc(C(F)(F)F)c2)CC1,-1.8,-0.9,7.7,0.0,0.8,i,-1.2,-0.7,-4.1
COc1cc(OC)c(OC)cc1C=O,-1.1,1.3,7.2,0.8,-2.7,i,-0.6,5.1,-4.4
Cc1ccc(/C=C2\C(=O)NC(=O)N(CC3CCCO3)C2=O)s1 (configuration not stated),0.8,0.4,5.8,0.2,-6.0,i,-1.4,-1.2,-7.4
O=c1c2ccccc2nc(/C=C/c2ccc3c(c2)OCO3)n1-c1cccc(O)c1,-0.3,1.9,-4.5,-0.5,-2.7,i,-5.7,-6.7,-1.2
COC(=O)C1=C(c2ccc(S(C)(=O)=O)cc2)C[C@@H]2CC[C@H]1N2C(=O)N1CCCC1,2.5,-0.4,-5.4,-0.3,-5.9,i,-0.7,-3.5,-15.3
COc1ccc(-n2c(-c3ccco3)nc3ccccc3c2=O)cc1,2.0,2.7,7.8,-1.6,-4.8,i,-8.0,2.6,-8.7
O=C(O)C(O)(c1ccc(Cl)cc1)C1(O)CCCC1 (configuration not stated),4.2,0.0,-5.6,0.2,-7.5,i,-7.9,2.8,6.7
CC(=O)OC12COC1CC(O)C1(C)C(=O)C(O)C3=C(C)C(O)CC(O)(C(OC(=O)c4ccccc4)C21)C3(C)C (configuration not stated),1.1,-0.2,-3.0,-0.2,-3.0,i,-12.2,1.4,0.9
OCC1CN1C1CCCCC1 (configuration not stated),1.9,0.3,0.4,-0.4,-7.0,i,-4.0,3.7,-7.7
CCN1CCN(C(=O)COc2cc(=O)n(CC)c3ccccc23)CC1,-3.7,0.7,2.2,-0.6,-4.8,i,-8.0,0.1,-11.9
COc1ccc(CCNC(=O)c2c(N)n(CCN3CCOCC3)c3nc4ccccc4nc23)cc1OC,-1.9,-0.7,4.7,0.2,9.2,.,-1.8,-0.3,-6.8
O=C1c2cccc(N3CCNCC3)c2C2CCCCN12 (configuration not stated),-0.5,-0.4,-13.1,-1.1,-8.9,i,-3.5,2.7,-0.8
COc1ccc(C(CC(C)=O)c2c(O)c3ccccc3oc2=O)cc1OC (configuration not stated),1.8,0.5,-4.8,-0.2,-9.2,i,-2.1,1.2,15.4
OC1/C(=C/c2ccc(C(F)(F)F)cc2)N2CCC1CC2 (configuration not stated),3.4,-0.6,-4.6,-0.8,-0.8,i,-0.8,16.6,-3.6
CC1CN=C(Nc2ccc(F)cc2)S1 (configuration not stated),-3.4,-2.2,-1.2,0.2,-12.7,i,-3.2,-5.0,1.4
CCOC(=O)c1c(-n2c(C)cc(C=C3C(=O)NC(=O)NC3=O)c2C)sc2c1CCCC2,-7.4,0.6,-47.4,-0.2,-9.5,i,-2.5,13.1,-9.9
Cc1nc2cc(C(=O)N3CCC4(CC3)OCCO4)ccc2n1-c1cccc(F)c1,-1.1,-0.3,-4.0,-0.2,-3.8,i,-3.7,2.5,-3.0
CCCOc1ccc(C(C)=O)cc1Cc1c(O)[nH]c(=S)[nH]c1=O,-3.5,1.3,-88.7,0.4,-3.9,i,0.9,-0.9,-23.2
CC/C(=N\N1CCCCC1)c1c(O)[nH]c(=O)[nH]c1=O,-3.7,-0.5,-4.6,0.1,-6.6,i,-2.9,-1.7,-2.1
CCCc1cc(=O)oc2cc(OCC(=O)N3CCN(Cc4ccc5c(c4)OCO5)CC3)ccc12,4.2,0.8,-2.0,-0.4,24.6,i,1.3,0.1,-4.4
COc1ccc(C2=NCC(=O)N(CC(=O)NCc3ccco3)c3sc4c(c32)CCCC4)cc1OC,1.7,1.1,-13.1,0.1,-0.1,i,-4.4,4.9,-5.4
O=C(C1CC(=O)N(C2CCCCCCC2)C1)N1CCC2(CC1)OCCO2 (configuration not stated),2.6,1.4,3.4,-1.2,-1.8,i,-0.9,-4.9,-1.2
COC(=O)CC1NC2CCCCC2NC1=O (configuration not stated),1.5,0.1,6.3,0.0,-7.5,i,-2.9,1.9,4.0
COc1cc(C(=O)O)cc(OC)c1OC,3.1,-1.3,0.7,-2.5,-6.4,i,-7.0,-1.6,-6.2
CCN1CC2(COC(=O)c3ccccc3N)CCC(OC)C34C5CC6C(OC)CC(O)(C5C6OC)C(O)(C(OC)C23)C14 (configuration not stated),1.2,.,0.2,-0.2,-8.6,.,-0.4,7.1,4.4
COC(=O)C1=C(c2ccccc2OCc2ccccc2)C[C@@H]2CC[C@H]1N2C(=O)NCc1ccc(Cl)cc1,-0.4,-0.3,-8.4,0.4,16.1,i,0.3,-5.3,5.6
CC(C)c1oc(=O)cc2c1[C@@H](O)[C@H]1OC(=O)[C@@]3(C)C[C@@H](O)[C@@H](O)[C@@]2(C)C13 (some centres not stated),-0.3,0.3,-6.2,-0.2,-11.0,i,-1.2,2.7,-16.2
CCC(=NCCc1ccccc1)c1c(O)n(C2CCCCC2)c(=O)[nH]c1=O,-2.5,-0.1,-5.3,-0.3,17.8,i,-3.6,1.8,-1.2
CCC(=NCCCN(CC)CC)c1c(O)n(-c2ccccc2)c(=O)[nH]c1=O,-2.5,0.0,3.5,-0.2,-2.4,i,-1.7,-3.8,-7.4
Cc1nccc2c1[nH]c1ccc(Br)cc12,4.0,1.1,5.0,9.0*,-4.0,i,-13.4,3.7,-2.4
O=C1NC(=O)C(=Cc2csc3ccccc23)C(=O)N1,0.6,0.6,40.7*,-0.6,-8.1,i,-5.7,0.1,-0.4
C=CCn1c(O)c(C(CC)=NCc2cc(OC)cc(OC)c2)c(=O)[nH]c1=O,0.2,0.7,-2.6,0.0,-0.8,i,-5.0,-6.5,2.5
OC(CN1CCCCC1)c1c[nH]c2ccccc12 (configuration not stated),2.4,0.7,-10.0,-1.3,-4.2,i,-10.8,-2.6,3.5
CN1C(=O)C(Cc2cccs2)C(=O)N(C)C1=O,3.1,0.6,27.1,-0.1,-6.9,i,-1.3,1.2,10.6
Nc1nnc(P(c2ccccc2)c2ccccc2)s1,-0.3,0.9,34.0,-0.9,-1.8,i,-9.7,-0.1,6.7
COc1ccc(-n2c(O)c(C(C)=NCc3ccc4c(c3)OCO4)c(=O)[nH]c2=O)cc1,1.3,0.3,16.0,-0.6,0.3,i,-9.0,1.7,-4.1
Cc1cccc(NC(=O)[C@@H](NC(=O)N2C[C@H]3C[C@@H](C2)c2cccc(=O)n2C3)C(C)C)c1,3.5,-0.6,6.1,0.9,-0.3,i,-0.5,1.1,0.5
CN1CCN(Cc2cn(C)c3ccccc23)CC1CCO (configuration not stated),0.3,-1.7,8.9,-0.6,-4.1,i,-5.8,1.6,-7.0
C=CCn1c(O)c(C(C)=NCCN2CCN(C(=S)NC)CC2)c(=O)[nH]c1=O,-1.8,0.7,-91.8,-0.3,-2.6,i,-5.0,5.0,-3.2
O=[N+]([O-])c1cccc(CN2CCN(Cc3ccc(Cl)cc3)CC2)c1,-2.2,-0.9,4.0,1.0,17.0,i,-1.2,35.7,1.1
CC(C)(C)c1nc(N2CCN(C(=O)c3ccco3)CC2)c2nnn(Cc3ccccc3Cl)c2n1,-3.7,.,-12.2,0.9,27.7,i,0.1,-2.0,-9.6
CC(O)CNc1ccc([N+](=O)[O-])c2cccnc12 (configuration not stated),-14.9,1.9,6.4,-0.1,0.1,i,-1.0,5.9,-16.9
O=C(Nc1ccc(OC(=O)N2CCCC2)cc1)N1CCOCC1,0.1,0.0,10.7,0.5,-7.8,i,0.1,-7.6,6.2
Cc1nn(Cc2ccccc2)c(C)c1C(=O)OCC(=O)NCc1ccco1,-0.4,-0.5,-5.6,-0.5,-1.9,i,0.2,2.8,0.4
O=[N+]([O-])NC1=NCCN1Cc1ccc(Cl)nc1,-0.6,-0.2,8.3,-0.1,-0.4,i,-0.3,-1.6,8.5
CN1CCc2nc3ccc(F)cc3c(C(N)=O)c2C1,-0.3,0.2,-10.9,-0.8,-7.6,i,-6.4,-0.4,-2.2
O=C(O)c1ccc(Cl)nc1,-1.0,-0.2,0.3,-0.2,-12.3,i,-4.4,-2.2,-8.4
Cc1cc2c(s1)NC(=O)CN=C2c1cccs1,-2.8,-0.4,-0.8,-0.4,-4.3,i,-2.5,-3.2,-3.4

Next part.
SMILES,Rin1-Abl PPI inh,MsrA inh,PABP1 MLLE inh,TbMetRS inhib,FAS-TE inh,Neddylation inh,MsrA act,CSN deneddyl inh,eLon inh
CCOC(=O)c1cccc(C2=C(CNC(=O)c3ccncc3)[C@H]3CC[C@@H](C2)N3Cc2ccccc2)c1,-3.6,-2.4,12.8,-0.8,-1.6,i,-1.1,0.5,-4.5
COC(=O)CC1=C(C(=O)OC)C2(C(=O)Nc3c(C)cccc32)C(C#N)=C(N)O1 (configuration not stated),-1.9,0.9,1.3,-0.5,-3.8,i,0.1,-1.6,-5.3
Oc1c(Br)cc(Br)cc1CN1CCN(Cc2ccccc2)CC1,1.7,3.2,6.8,-0.4,10.9,i,-2.1,-2.4,0.2
O=C(c1ccc(Cl)cc1)C1CCCN(Cc2ccon2)C1 (configuration not stated),-2.4,-1.8,1.1,-0.2,-8.4,i,-3.8,-1.6,-9.9
COc1cc(C(=O)N2Cc3ccc(Br)cc3-n3nncc3C2)cc(OC)c1OC,1.0,-0.2,6.7,-0.6,-9.9,i,-0.3,6.4,-0.5
Cc1ccc2c(c1)c(=O)c1c3n2CCN(CC#N)C3CC1 (configuration not stated),-0.6,1.4,1.1,0.2,-2.1,i,-2.5,3.5,-7.0

A portion of the library. The share of hits here may be higher or lower than overall.
